Screens (PubChem)
KB-V1 cytotox: kills drug-selected multidrug resistant KB-V1 cells | KB-V1 MDR cells viability, CellTiter-Glo, 72 h | Potency, µM (top dose mostly 46.1 µM), for inactives: at the highest dose activity change, negative = cytotoxicity, actives largely listed as cytotoxic | hit rate 3.4% among 400,000 | AID 1347076; further: potency means the concentration at half of the fitted maximal effect; on the % scale 0 is the no-effect control and ±100 the full control effect; nearly all actives have a fitted effect of over 60% in size
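Potencies derive from concentration-effect curves fitted to normalized luminescence (CellTiter-Glo) of KB-V1 cells treated for 72 h at 37 degrees C in phenol-red-free DMEM containing 10% FBS.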
MCF10A rerep: induces DNA re-replication in MCF 10a normal breast cells; MCF 10A DNA re-replication, Hoechst nuclear intensity, 48 h; Potency, µM (series often up to 46.1 µM), for the others: at the top dose activity, positive = re-replication, actives largely listed as activators; hit rate 2.9% among 350,000; AID 624296; further: potency means the concentration at half of the fitted maximal effect; % of control where 0% means no effect; nearly all actives have a fitted effect of over 50% in size
ATXN2 expr inh: inhibitors of ATXN2 expression; HEK-293 ATXN2-luciferase reporter, luminescence, 24 h; Potency, µM (top dose mostly 57 µM), for the others: top-dose activity change, negative = inhibition, most hits filed as inhibitors; hit rate 0.72% among 360,000; AID 1745845; further: potency means the concentration at half of the fitted maximal effect; on the % scale 0 is the no-effect control and ±100 the full control effect; nearly all actives have a fitted effect of over 55% in size
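ATXN2-luciferase reporter cells (luciferase flanked by upstream and downstream ATXN2 gene portions) were treated 24 h at 37 °C with compounds at up to 57 uM. SteadyGlo luminescence gave expression; GF-AFC fluorescence gave viability.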
IL1B secr inh: blocks inflammasome-driven IL-1 beta release; AID 743279; THP-1 LPS/ATP IL-1B secretion, AlphaLISA, 16 h; stronger effect = lower value; activity change, % at 57.5 µM; hit rate 4.7% among 360,000; in the data active means activity change below about -50%; inconclusive means mostly about -30% to -49%; further: on the % scale 0 is the no-effect control and ±100 the full control effect
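THP-1 cells pretreated 1 hr with compounds (up to 57.5 uM final), then stimulated with LPS (250 ng/mL final) plus ATP (1.25 mM final); secreted IL-1B measured by AlphaLISA after 16 hr, decreased signal indicating inhibition.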
WRN inhibitor: WRN helicase (human) inhibition | Q14191 | WRN helicase unwinding, fluorescent forked duplex, kinetic | Potency, µM (series often up to 114 µM), for the others: top-dose activity change, negative = inhibition, actives largely listed as inhibitors | hit rate 0.46% among 360,000 | AID 651768; further: potency means the concentration at half of the fitted maximal effect; on the % scale 0 is the no-effect control and ±100 the full control effect; nearly all actives have a fitted effect of over 55% in size
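Screening of the MLSMR collection measured strand separation of a quenched forked DNA duplex (100 nM) by 20 nM WRN with 2 mM ATP, all final. Compounds were preincubated with enzyme 15 min at room temperature.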
SW480 rerep: induces DNA re-replication in SW480 colon adenocarcinoma cells. SW480 DNA re-replication, Hoechst DNA content imaging, 48 h. Potency, µM (top dose mostly 46.1 µM), without a hit: at the top dose re-replication activation, usual class: activators. hit rate 1.8% among 340,000. AID 624297; further: potency means the concentration at half of the fitted maximal effect; % of control where 0% means no effect; nearly all actives have a fitted effect of over 55% in size
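DNA re-replication was detected as more nuclei of elevated Hoechst intensity after 48 hr exposure to compound (23 nL pinned per well of 250 cells).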
HT1080 IDH1KD tx: toxicity to HT-1080 IDH1 knockdown cells (counter line). HT-1080 IDH1 knockdown viability, ATP luminescence, 48 h. Potency, µM (highest dose often 46.1 µM), for the others: at the highest dose activity, negative = toxicity, most hits filed as cytotoxic. hit rate 2% among 360,000;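 further: potency means the concentration at half of the fitted maximal effect; 0% = DMSO wells and -100% = cell-free medium wells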
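CellTiter-Glo luminescence after 48 h compound exposure at 37 degrees C of IDH1-knockdown HT-1080 cells in 5% FBS RPMI. %Activity scaled between DMSO wells and cell-free media wells, with curves fitted and assigned curve classes.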
KB-3-1 cytotox: KB-3-1 parental cell cytotoxicity; KB-3-1 viability, CellTiter-Glo ATP luminescence, 72 h; Potency, µM (highest dose often 46.1 µM), inactives show at the top dose activity change, negative = cytotoxic, usual class: cytotoxic; hit rate 1.4% among 400,000; AID 1347075; further: potency means the concentration at half of the fitted maximal effect; on the % scale 0 is the no-effect control and ±100 the full control effect; nearly all actives have a fitted effect of over 60% in size
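Cells are dispensed, compounds pinned in, plates held at 37 °C for 72 h, then CellTiter-Glo is added and luminescence read after 10 minutes. Cell line: parental KB-3-1 in phenol-red-free DMEM, 10% FBS.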
HT1080NT lethal: kills 2HG-producing HT-1080-NT fibrosarcoma cells | HT-1080-NT fibrosarcoma viability, CellTiter-Glo ATP luminescence, 48 h | Potency, µM (highest dose often 46.1 µM), for inactives: at the top dose activity, negative = less viability, actives largely listed as cytotoxic | hit rate 1.6% among 360,000 | AID 686970;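 further: NT is the 2HG producing partner of a matched IDH1 knockdown line; potency means the concentration at half of the fitted maximal effect; 0% = DMSO-treated cells and -100% = media-only wells without cells; nearly all actives have a fitted effect of over 55% in size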
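750 cells/well, RPMI + 5% FBS; 2 h settle, compound pin-transfer, 48 h at 37 degrees C. CellTiter-Glo 10 min RT, luminescence. Normalized to DMSO and media-only wells.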
The depositor's hits bear a star; i = inactive; u = inconclusive; x = not tested or not shown; ! = a repeat was not active; [ ] = dose if it differs, or a comment. Unless noted, the call rests on the fitted dose curve; in most records, active means well fitted curve in the direction sought with a large enough effect; inconclusive means small, poorly fitted or top-dose-only effect, or another doubt; inactive means no such curve, though single readings can be large; an effect the other way counts as inactive or inconclusive. No enrichment for hits (roughly 12% active in at least one column).

SMILES	KB-V1 cytotox	MCF10A rerep	ATXN2 expr inh	IL1B secr inh	WRN inhibitor	SW480 rerep	HT1080 IDH1KD tx	KB-3-1 cytotox	HT1080NT lethal
O=C1CCC/C1=C/Nc1ccc(Cl)cc1	-20%	18%	x	-3	4%	-3%	-16%	0%	-5%
Cc1ccc(C)c(N(CC(=O)NC2CCCC2)C(=O)CCC(=O)Nc2cc(C)on2)c1	u	3%	1%	33	2%	1%	0%	2%	4%
Cc1onc(-c2c(F)cccc2Cl)c1C(=O)N=C(N)N1CC(C)OC(C)C1 (stereo unspecified)	u	-16%	-1%	x	-1%	-6%	0%	-9%	4%
Cc1ccc(C)c(S(=O)(=O)NC2CCSC2=O)c1 (stereo unspecified)	19%	0%	2%	-20	3%	u	0%	11%	-5%
Cc1ccc(NC(=S)N2CCN(CCN3C(=O)c4cccc5cccc(c45)C3=O)CC2)cc1	15µM*	-1%	-8%	22	3%	-2%	-3%	-8%	-19%
Cc1ccc([C@H]2C(C(=O)O)=CC[C@@H](c3cccc(C)c3)N2S(=O)(=O)c2ccc(C)cc2)cc1	0%	-21%	0%	28	-6%	-9%	7%	0%	12%
CC1=CC2=NC(=O)/C(=C/c3cccn3Cc3ccccc3)C(=N)N2O1	u	0%	-8%	26	-1%	-62%[inhibitor]	u	0%	u
COc1ccccc1NC(=S)NC1CCCCCC1	-1%	14%	-4%	-3	0%	-2%	2%	15%	30%
Cc1cc2nc(-c3ccc(SCC(=O)N4CCN(C(=O)c5ccco5)CC4)nc3)[nH]c2cc1C	u	6%	-5%	u	u	-2%	u	4%	u
COc1ccccc1CN1CCCCC1C(=O)O (stereo unspecified)	0%	0%	-5%	-20	-10%	u	21%	-1%	20%
COc1cccc(OC)c1C(=O)Nc1ccc(Br)c(C(=O)c2ccccc2)c1	-14%	1%	x	-5	-7%	0%	-2%	-9%	-29%
COc1cc(/C=C2\C=CC(=O)O2)cc(OC)c1	4%	-23%	0%	u	-1%	-1%	-2%	u	0%
COCCNC(=O)[C@H](C)[C@H]1C[C@]1(C)[C@H](NC(=O)OCc1ccccc1)c1ccccc1	6%	15%	2%	10	-2%	-2%	4%	0%	5%
O=[N+]([O-])c1ccc(OCCOCCOc2ccc([N+](=O)[O-])cc2)cc1	-8%	12%	x	-16	-5%	-9%	-5%	18%	1%
CCOC(=O)c1cnc2nc(SCc3ccccc3Cl)[nH]n2c1=O	27%	u	u	-10	-10%	4%	0%	0%	4%
CCCCCn1cnc2sc(-c3ccccc3)cc2c1=O	u	u	56%[activator]	-15	11%	3%	4%	0%	11%
Cc1cc(C)c(S(=O)(=O)NNC(=O)C2CCN(Cc3ccccc3)CC2)c(C)c1	5%	11%	6%	0	-6%	7%	-2%	2%	-6%
COc1ccc(S(=O)(=O)Nc2cccc(-c3ccc4nncn4n3)c2)cc1F	u	5.8µM*	x	73	-5%	5.2µM*	2.3µM*	0%	4.6µM*
CC1Oc2ccccc2C=C1/C=C1/SC(N2CCOCC2)=NC1=O (stereo unspecified)	u	u	54%[activator]	-16	-11%	u	-6%	-11%	-8%
CN(C)CCNC(=O)c1cc(Br)ccc1Cl	-1%	0%	-3%	62	-4%	13%	-7%	-2%	-9%
COc1ccc(NC(=O)c2ccc3nccnc3c2)cc1	-1%	-6%	19%	6	1%	-3%	7%	-4%	4%
Cc1ccccc1-n1c(SCC(=O)Nc2ccc3c(c2)OCO3)nnc1-c1ccccn1	2.1µM*	21%	3%	0	-22%	u	-7%	u	0%
O=C(N/N=C/C(Cl)=C/c1ccccc1)c1ccccn1	-1%	3%	63%[activator]	-57*	-4%	10%	7%	-3%	8%
Cc1ccc(C2=NC3(CCCCC3)N=C2SCC(=O)Nc2ccc3c(c2)OCCO3)cc1	-10%	23%	-22%	-93*	-3%	u	-24%	-3%	u
Nc1nc2n[nH]nc2c(=O)[nH]1	u	u	7%	41	-2%	u	0.12µM*	1.5µM*!	u

13 entries from above, ordered by length of the SMILES, low to high.
SMILES	KB-V1 cytotox	MCF10A rerep	ATXN2 expr inh	IL1B secr inh	WRN inhibitor	SW480 rerep	HT1080 IDH1KD tx	KB-3-1 cytotox	HT1080NT lethal
COc1ccccc1CN1CCCCC1C(=O)O (stereo unspecified)	0%	0%	-5%	-20	-10%	u	21%	-1%	20%
O=C1CCC/C1=C/Nc1ccc(Cl)cc1	-20%	18%	x	-3	4%	-3%	-16%	0%	-5%
CN(C)CCNC(=O)c1cc(Br)ccc1Cl	-1%	0%	-3%	62	-4%	13%	-7%	-2%	-9%
CCCCCn1cnc2sc(-c3ccccc3)cc2c1=O	u	u	56%[activator]	-15	11%	3%	4%	0%	11%
COc1ccc(NC(=O)c2ccc3nccnc3c2)cc1	-1%	-6%	19%	6	1%	-3%	7%	-4%	4%
O=C(N/N=C/C(Cl)=C/c1ccccc1)c1ccccn1	-1%	3%	63%[activator]	-57*	-4%	10%	7%	-3%	8%
CC1=CC2=NC(=O)/C(=C/c3cccn3Cc3ccccc3)C(=N)N2O1	u	0%	-8%	26	-1%	-62%[inhibitor]	u	0%	u
COc1ccc(S(=O)(=O)Nc2cccc(-c3ccc4nncn4n3)c2)cc1F	u	5.8µM*	x	73	-5%	5.2µM*	2.3µM*	0%	4.6µM*
O=[N+]([O-])c1ccc(OCCOCCOc2ccc([N+](=O)[O-])cc2)cc1	-8%	12%	x	-16	-5%	-9%	-5%	18%	1%
Cc1ccc(C2=NC3(CCCCC3)N=C2SCC(=O)Nc2ccc3c(c2)OCCO3)cc1	-10%	23%	-22%	-93*	-3%	u	-24%	-3%	u
Cc1ccc(NC(=S)N2CCN(CCN3C(=O)c4cccc5cccc(c45)C3=O)CC2)cc1	15µM*	-1%	-8%	22	3%	-2%	-3%	-8%	-19%
COCCNC(=O)[C@H](C)[C@H]1C[C@]1(C)[C@H](NC(=O)OCc1ccccc1)c1ccccc1	6%	15%	2%	10	-2%	-2%	4%	0%	5%
Cc1ccc([C@H]2C(C(=O)O)=CC[C@@H](c3cccc(C)c3)N2S(=O)(=O)c2ccc(C)cc2)cc1	0%	-21%	0%	28	-6%	-9%	7%	0%	12%

Back to the main list, repeating the two entries before the break.
SMILES	KB-V1 cytotox	MCF10A rerep	ATXN2 expr inh	IL1B secr inh	WRN inhibitor	SW480 rerep	HT1080 IDH1KD tx	KB-3-1 cytotox	HT1080NT lethal
Cc1ccc(C2=NC3(CCCCC3)N=C2SCC(=O)Nc2ccc3c(c2)OCCO3)cc1	-10%	23%	-22%	-93*	-3%	u	-24%	-3%	u
Nc1nc2n[nH]nc2c(=O)[nH]1	u	u	7%	41	-2%	u	0.12µM*	1.5µM*!	u
COc1ccc(-n2cnc3sccc3c2=O)cc1	-2%	-1%	11%	-5	-3%	-6%	4%	2%	16%
O=C(O)c1ccccc1C(=O)N1CCN(c2cccc(Cl)c2)CC1	19%	-1%	-4%	-8	4%	0%	-1%	18%	5%
CCC(c1nnnn1-c1c(C)cccc1C)N1CCN(C/C=C/c2ccccc2)CC1 (stereo unspecified)	u	x	-33%	-20	-6%	x	u	u	18µM*
CCCCNC(=O)C1c2cc(OC)c(OC)cc2C(=O)N(C)C1c1ccc(OC)cc1 (stereo unspecified)	-4%	5%	-5%	44	1%	-9%	3%	-1%	-15%
Cc1nnc2n1CCCCC2	0%	-2%	-13%	0	3%	-6%	18%	0%	17%
Cc1ccc([C@H]2C[C@H](n3cc(COC(=O)c4ccccc4)nn3)[C@@H](O)CN2C(=O)c2cccs2)cc1	12%	x	-1%	-10	-7%	x	14%	0%	13%
Cc1nn(-c2cc(N3CCNCC3)ccc2[N+](=O)[O-])c(=O)c2ccccc12	-3%	0%	-9%	-3	-10%[57.1 µM]	-3%	-1%	-3%	-1%
O=C(/C=C/c1ccccc1[N+](=O)[O-])c1ccc(F)cc1	23µM*	u	20%	u	-20%	u	-25%	u	u
C/C(=N\NC(=O)c1ccc(C)cc1C)c1ccc2c(c1)Nc1ccccc1S2	u	24%	-27%	27	0%	u	u	-27%	-24%
CCOc1ccc(NC(=O)C2CCCN(C)C2)cc1 (stereo unspecified)	-9%	4%	x	-9	-5%	-12%	8%	0%	0%
O=C(NC(=S)Nc1cccc2cccnc12)c1cccs1	u	28%	x	11	-1%	5%	0%	0%	-7%
O=C1CC(c2ccc3c(c2)OCO3)C2=C(CCCC2=O)N1 (stereo unspecified)	0%	-1%	34%	0	0%	-4%	20%	19%	10%
CC(C)CC(=O)NC1(C(F)(F)F)C(=O)N(Cc2ccccc2)C2=C1C(=O)CC(C)(C)C2 (stereo unspecified)	-7%	3%	4%	14	-11%	5%	3%	14%	14%
COc1ccc(CN2CCNC(=O)C2CC(=O)NC2CCCC2)cc1OC (stereo unspecified)	1%	u	5%	i	-28%	u	-4%	14%	-6%
COc1ccc(NC(=O)c2ccc(CN(c3cc(Cl)ccc3C)S(=O)(=O)c3ccccc3)cc2)cc1OC	3.7µM*	16%	-1%	26	-3%	5%	-7%	-1%	0%
